# Compound activity deposited in PubChem by several laboratories.
# Dengue-2 NS5 capping = flavivirus cap methylation enzyme inhibition – biochemical, confirmation dose response, primary screen (AID 588689). Dengue-2 NS5 methyltransferase capping enzyme assay, biochemical; higher % means a stronger effect. inhibition, % at 25 µM, or IC50 in µM where a hit was titrated. 340,000 compounds, 0.3% hits; in the data active = a potency from the dose series; inconclusive = inhibition above about 29% without an active follow-up result
# MgcRacGAP inhibition = MgcRacGAP GTPase-activating activity inhibitors, confirmation, biochemical, ADP Hunter fluorescence. MgcRacGAP-stimulated Rac1 GTP hydrolysis, ADP Hunter fluorescence; higher % means a stronger effect; GST-tagged Rac1 F28L mutant substrate. one-dose inhibition, % at 30 µM; IC50 in µM for titrated hits. 340,000 compounds, 0.6% hits. AID 624330;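 active = first-screen hits whose inhibition reached a set limit at any dose in the follow-up dose series; inconclusive = inhibition above the set first-screen limit but never retested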;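 note: fluorescence reports GDP produced by GAP-driven GTP hydrolysis; strong numbers were not always called active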
# RSV antiviral HEp-2 = inhibition of RSV-induced cytopathic effect – HEp-2 cells, primary 10 µM value included (AID 2391); 310,000 compounds, 0.13% hits; HEp-2 cells, RSV-induced CPE inhibition; higher % means a stronger effect; CPE inhibition, % at 10 µM; hits with a dose series show IC50 in µM; in the data active = a potency from the dose series; inconclusive = CPE inhibition mostly from about 23% at the one dose, without a potency; inactive = the rest, 99 in 100 with CPE inhibition below about 21%; note: strong numbers were not always called active
# NTR1 ag = agonists of NTR1, primary screen, imaging, U2OS cells, beta-arrestin-GFP, high content (AID 493036) | P30989 | NTR1-U2OS beta-arrestin-GFP spot imaging, agonist mode | activation, % at 20 µM | 330,000 compounds, 0.17% hits;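 active = activation at or above 40% of the spot to cytoplasm intensity ratio, with at least 20 cells analyzed; inconclusive = wells under 20 cells, flagged as cytotoxic or low count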;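 note: 0% = DMSO without peptide and 100% = 100 nM NTR1 peptide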
# Target sequence (P30989 whole entry, looked up): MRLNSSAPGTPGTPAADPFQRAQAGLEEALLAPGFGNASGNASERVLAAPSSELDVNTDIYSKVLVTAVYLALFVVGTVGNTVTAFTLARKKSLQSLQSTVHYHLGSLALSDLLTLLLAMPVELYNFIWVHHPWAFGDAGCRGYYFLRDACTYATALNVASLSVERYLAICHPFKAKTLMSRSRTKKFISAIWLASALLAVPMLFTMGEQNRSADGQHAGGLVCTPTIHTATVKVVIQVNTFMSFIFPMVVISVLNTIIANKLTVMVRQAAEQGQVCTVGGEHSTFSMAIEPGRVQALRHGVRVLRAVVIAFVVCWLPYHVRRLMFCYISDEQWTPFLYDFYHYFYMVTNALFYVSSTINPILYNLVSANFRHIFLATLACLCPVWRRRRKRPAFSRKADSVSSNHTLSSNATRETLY
# Salmonella PhoP GFP = PhoP-dependent GFP reporter repression – Salmonella Typhimurium, primary screen (AID 1863). S. Typhimurium PhoP-regulated promoter GFP reporter, 4 h; higher % means a stronger effect. one-dose inhibition, % at 50 µM; IC50 in µM for titrated hits. 300,000 compounds, 0.16% hits;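 active = inhibition over 29.93%, a cutoff 3 SD above the screen mean, later confirmed by dose response; inconclusive = inhibition over 29.93% but no dose response follow-up; inactive = inhibition at most 29.93% or unconfirmed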;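 note: 0% = low Mg2+ inducing control and 100% = high Mg2+ repressing control; strong numbers were not always called active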
# T cell modulator = T cell immune modulators affecting CD8 T cell-vesicle binding. 2C CD8+ T cell-vesicle binding, flow cytometry; active compounds read low. calls only at 7 µM. 330,000 compounds, 0.068% hits;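 active = response, share of CD8 T cells binding vesicles, and their 90th percentile fluorescence all below set limits, cut at about 80% in these data, passing the limit was not always enough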
#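 Assay system – 2C mouse CD8+ T cells · Also added – QL9-loaded Drosophila micro-vesicles · Timing – Cell–vesicle co-incubation 1.5 h at 37 °C, staining 20 min on ice · Signal – flow cytometry of vesicle-bound cells · Measure – percent CD8+ FL2 mean versus row control · Controls – Peptide-free naked vesicles (low) and QL9 vesicles with 0.7% DMSO vehicle (high)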
# Large T inhibition = TAg ATPase/helicase activity blockers – biochemical (AID 1903). SV40 large T antigen ATPase/helicase inhibition assay; higher % means a stronger effect. one-dose inhibition, % at 20 µM; IC50 in µM for titrated hits. 310,000 compounds, 0.39% hits; in the data active = a potency from the dose series; inconclusive = inhibition mostly from about 32% at the one dose, without a potency; inactive = the rest, 99 in 100 with inhibition below about 32%; note: strong numbers were not always called active
# UTI89 phage lysis = protection from phage-mediated lysis, alamar blue read-out – E. coli UTI89, K1F phage, bacterial capsule biogenesis inhibitors (AID 488966). E. coli UTI89 K1F phage lysis, alamar blue, 2 h; higher % means a stronger effect. inhibition, % at 100 µM; hits with a dose series show IC50 in µM. 340,000 compounds, 0.02% hits;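 active = phage lysis inhibition, versus mean bacterial control, above a set limit; inconclusive = no clear call, values can overlap the other calls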;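 note: capsule biogenesis inhibitors block K1F phage lysis so surviving cells raise fluorescence; higher fluorescence means more inhibition of phage lysis; actives were called in the ten point dose series up to 300 µM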
# West Nile virus CPE = inhibition of WNV-induced cytopathic effect – cell-based, CPE readout (AID 1621). West Nile virus-infected cells, CPE inhibition; higher % means a stronger effect. CPE inhibition, % at 10 µM, or IC50 in µM where a hit was titrated. 290,000 compounds, 0.02% hits; in the data active = a potency from the dose series; inconclusive = CPE inhibition mostly from about 3.7% at the one dose, without a potency; inactive = the rest, 99 in 100 with CPE inhibition below about 2.2%; note: strong numbers were not always called active
# T cell modulator vesicle-bound % = second read-out of T cell modulator, no call of its own (marks repeat the call); double positive events, %; measured here: CD8+ vesicle-bound cell fraction;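 binding gate set so that unloaded-vesicle control wells show 10% double positive cells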
# NTR1 ag cell count 20 µM = also measured in NTR1 ag; calls as there; cell count; measured here: cell count, cytotoxicity flag
# Dengue-2 NS5 capping pilot replicate = second read-out of Dengue-2 NS5 capping, no call of its own (marks repeat the call); inhibition, %; measured here: pilot screen replicate inhibition
# Active calls of the source: *; i = inactive; ? = inconclusive; . = no result given; & = joins results of further samples; [ ] = remark or other dose.
# Start of the data: the first 4 entries as a preview:
SMILES,Dengue-2 NS5 capping,MgcRacGAP inhibition,RSV antiviral HEp-2,NTR1 ag,NTR1 ag cell count 20 µM,Salmonella PhoP GFP,T cell modulator,T cell modulator vesicle-bound %,Large T inhibition,UTI89 phage lysis,West Nile virus CPE,others
Cc1ccc(NC(=O)Cn2nc(C)c(S(=O)(=O)N(C)C)c2C)cc1C,-8.1%,5.9%,5.3%,1.5,68,1.7%,i,24.5,5.1%,0.4%,-0.4%,
COc1cccc(C(=O)COc2ccc(NC(=O)c3cccs3)cc2)c1,0.3%,5.1%,1.6%,1.5,66,4.0%,i,14.1,-1.5%,-0.1%,-0.1%,
COc1ccccc1-c1c(C)nn2c(N)c(-c3ccccc3)cnc12,-3.3%,17.7%,39.1%,4.4,86,-6.3%,i,31.1,4.3%,0.9%[50 µM],?,
CC(=O)Nc1ccc(S(=O)(=O)Nc2ccc3c(c2)n(C)c(=O)n3C)c(C)c1,0.9%,2.5%,1.7%,-1.4,61,-6.2%,i,10.0,15.5%,-0.2%,-0.3%,

# The whole of this part, from the start:
SMILES,Dengue-2 NS5 capping,MgcRacGAP inhibition,RSV antiviral HEp-2,NTR1 ag,NTR1 ag cell count 20 µM,Salmonella PhoP GFP,T cell modulator,T cell modulator vesicle-bound %,Large T inhibition,UTI89 phage lysis,West Nile virus CPE,others
Cc1ccc(NC(=O)Cn2nc(C)c(S(=O)(=O)N(C)C)c2C)cc1C,-8.1%,5.9%,5.3%,1.5,68,1.7%,i,24.5,5.1%,0.4%,-0.4%,
COc1cccc(C(=O)COc2ccc(NC(=O)c3cccs3)cc2)c1,0.3%,5.1%,1.6%,1.5,66,4.0%,i,14.1,-1.5%,-0.1%,-0.1%,
COc1ccccc1-c1c(C)nn2c(N)c(-c3ccccc3)cnc12,-3.3%,17.7%,39.1%,4.4,86,-6.3%,i,31.1,4.3%,0.9%[50 µM],?,
CC(=O)Nc1ccc(S(=O)(=O)Nc2ccc3c(c2)n(C)c(=O)n3C)c(C)c1,0.9%,2.5%,1.7%,-1.4,61,-6.2%,i,10.0,15.5%,-0.2%,-0.3%,
COc1ccc2c(c1)CCc1c(C(=O)N3CCCC3)noc1-2,-3.2%,5.2%,8.9%,0.5,78,-10.5%,i,21.4,2.7%,11.2%,-1.0%,
CN(C)S(=O)(=O)N1CCN(C(=O)N(c2ccccc2)c2ccccc2)CC1,2.1%,15.0%,-1.2%,-0.8,54,-13.8%,i,14.9,7.4%,0.6%,-0.6%,
CC(C)NC(=O)CCn1c(=S)oc2ccccc21,8.0%,11.6%,-0.3%,-0.8,69,-0.1%,i,53.4,3.6%,0.1%,.,
Cc1ccc(Oc2nsnc2N2CCOCC2)cc1,-2.0%,4.7%,0.4%,2.1,83,-2.4%,i,34.4,4.1%,0.6%,1.2%,Dengue-2 NS5 capping pilot replicate=1.8
CCn1c(SCC(=O)Nc2ccccc2-c2ccccc2)nnc1-c1ccoc1C,4.1%,-1.0%,1.2%,-4.2,21,6.5%,i,51.8,17.8%,5.1%,0.9%,
COCc1c(C(N)=O)nnn1-c1nonc1N,2.0%,-0.5%,-1.0%,-0.8,50,-4.7%,i,44.5,3.2%,-1.1%,0.2%,
CCNC(=O)COC(=O)c1ccc(S(=O)(=O)N2CCCCCC2)cc1,-7.2%,8.4%,0.3%,1.6,51,-4.9%,i,52.2,-2.3%,3.5%,-0.5%,
COc1ccc(S(=O)(=O)N2CCC(C(=O)NC3CC3)CC2)cc1,-10.6%,3.6%,1.4%,-0.3,50,7.5%,i,23.1,1.6%,0.2%,-0.1%,
Cc1ccccc1C(=O)NC1CC2CCC(C1)N2Cc1ccccc1 (centres undefined),1.5%,3.5%,0.4%,0.3,24,1.0%,i,56.4,17.8%,0.2%,-0.5%,
Cn1nnnc1SCC(=O)Nc1ccc(Br)cc1Br,3.7%,0.9%,.,-1.6,55,.,i,46.3,.,0.6%[50 µM],.,
CCOC(=O)Cc1csc(NC(=O)Nc2cccs2)n1,-4.6%,12.1%,11.1%,-1.0,81,-10.1%,i,24.1,9.4%,0.0%,-0.6%,
COc1cccc(/C=N/N2CCN(c3ccc(Cl)cc3)CC2)c1OC,-5.9%,9.2%,1.9%,3.9,97,5.6%,i,33.6,6.2%,0.0%,-0.6%,
COc1cc(CNC(=O)OCC(C)C)cc(OC)c1OC,11.8%,4.8%,0.5%,-1.6,45,-0.1%,i,33.5,-2.7%,0.4%,0.0%,
c1coc(CNCCCN2CCOCC2)c1,-1.6%,-4.5%,.,-1.1,84,4.7%,i,35.9,3.8%,-1.7%,0.2%,
Cc1ccc(S(=O)(=O)C(C#N)c2nc3ccccc3nc2N2CCC(C)CC2)cc1 (centres undefined),26.2%,11.7%,.,.,.,-21.9%,.,.,17.1%,0.1%,0.5%,
O=C(COC(=O)c1ccccc1F)Nc1ccc2c(c1)OCCO2,6.5%,9.1%,.,-0.1,95,.,.,.,.,1.2%[50 µM],.,
CSc1ncc2c(n1)-c1cc(C)ccc1SC2,.,2.5%,-1.5%,-0.5,49,3.0%,i,50.4,-1.5%,-0.3%,0.0%,
Cc1cc(-n2c(SCCC#N)nnc2-c2cccnc2)ccc1Cl,-7.8%,12.1%,0.0%,0.3,64,-12.6%,i,54.1,12.8%,0.1%,-0.6%,
COc1ccc(/C=C(\C#N)C(=O)OCC(=O)NC2CC2)cc1,-2.3%,-9.1%,4.8%,-0.8,38,-1.5%,i,27.2,24.4%,-0.3%,-0.3%,
Cc1ccc(CNC(=O)c2ccc(N3CCC4(CC3)CC(c3cccc(Br)c3)=NO4)c(NC(=O)c3ccc(Cl)c([N+](=O)[O-])c3)c2)cc1,-15.5%,10.0%,.,1.0,51,.,i,11.4,.,-1.6%,.,
CC(=O)c1c(N2CCN(Cc3ccccc3)CC2)nc(=S)n(-c2ccccc2)c1C,-10.7%,9.8%,0.4%,0.4,41,2.7%,i,45.2,7.0%,-0.2%,-1.0%,

# Remaining list, next part:
SMILES,Dengue-2 NS5 capping,MgcRacGAP inhibition,RSV antiviral HEp-2,NTR1 ag,NTR1 ag cell count 20 µM,Salmonella PhoP GFP,T cell modulator,T cell modulator vesicle-bound %,Large T inhibition,UTI89 phage lysis,West Nile virus CPE,others
C=CCn1c(SCc2cc(=O)n3ccsc3n2)nnc1C1CCCCC1,0.0%,14.3%,2.2%,-1.0,57,-12.8%,i,43.7,8.2%,1.6%,-0.4%,
CCCCN(C(=O)c1cccc(-n2cnnn2)c1)c1c(N)n(CC(C)C)c(=O)[nH]c1=O,-3.7%,6.0%,0.5%,-2.0,87,.,i,34.4,.,0.5%[50 µM],.,
CC1=C(C(=O)Nc2ccc(Cl)cc2)C2(CCCCC2)C(C(N)=O)C(=S)N1 (centres undefined),.,.,3.4%,0.7,59,6.8%,i,38.6,14.8%,.,-0.9%,
Cn1c(=O)oc2cc(S(=O)(=O)NCc3ccccc3)ccc21,-5.6%,1.8%,-0.2%,-0.7,47,-2.8%,i,41.7,7.9%,0.4%[50 µM],-0.5%,
O=C1CN(c2nc(-c3ccccc3)c3cc(Cl)ccc3n2)c2ccccc2N1,4.6%,-0.6%,4.0%,5.9,55,-8.5%,i,43.3,11.3%,0.5%[50 µM],0.7%,
CSc1nnc2c(n1)OC=Nc1ccc(Br)cc1-2,-9.9%,3.4%,1.9%,1.1,47,.,i,31.1,22.5%,0.1%,0.1%,
Cc1ccc(NC(=O)n2ccc(-c3ccc(-n4ccnc4)cc3)n2)cc1,.,.,.,-0.3,97,-7.3%,.,.,24.5%,.,1.7%,
COC(=O)c1cccc(NC(=O)Cn2nnc3ccccc32)c1,-2.4%,7.1%,0.9%,0.0,77,10.8%,i,38.8,-10.7%,0.4%,0.1%,
CCc1cc2c(=O)n(CCCOC)c(SCC(=O)Nc3oc(C)c4c(C)n[nH]c(=O)c34)nc2s1,0.7%,1.2%,-2.2%,0.2,63,-3.6%,i,27.6,15.7%,1.4%[50 µM],.,
COc1cccc(-c2nc(CS(=O)(=O)CC(=O)N3CCN(C4CCCCC4)CC3)c(C)o2)c1,-2.1%,9.1%,-0.2%,3.3,94,4.1%,i,13.4,1.9%&-0.2%,5.8%,-0.6%,
CCCn1c2ccccc2c2cnn(CC(=O)N3CCOCC3)c(=O)c21,-1.8%,9.1%,1.2%,1.2,64,-1.2%,i,32.8,7.2%,0.3%,-0.3%,
O=C1C(Cl)=C(NS(=O)(=O)c2ccc([N+](=O)[O-])cc2)C(=O)c2ccccc21,76.9µM*,19.5%,3.7%,1.9,62,0.3%,i,33.0,17.9%,0.1%,-0.3%,
CCOC(=O)c1nn(-c2cccc(OC)c2)c2nc(CC)c(C#N)c(=O)n12,-1.9%,7.0%,15.3%,0.6,53,-2.5%,i,5.9,4.0%,0.1%,-0.5%,
CC1CCCCN1C(=O)COC(=O)c1cc([N+](=O)[O-])ccc1N1CCOCC1 (centres undefined),0.7%,2.2%,0.5%,-1.2,52,-5.7%,i,37.0,12.7%,1.1%[50 µM],.,
O=C(Nc1ccc2nc(-c3cccs3)[nH]c2c1)c1ccco1,0.0%,8.2%,-0.9%,-3.1,94,-5.7%,i,60.6,11.1%,-1.4%,-0.3%,
CCOc1cc(S(=O)(=O)NCC2OCCc3ccccc32)c(OCC)cc1-n1cnnn1 (centres undefined),-2.1%,5.0%,2.2%,1.5,48,-11.4%,i,11.8,1.4%,-0.2%,-1.1%,
Cc1ccc(NC(=O)N(Cc2cccs2)Cc2cc3cc4c(cc3[nH]c2=O)OCO4)cc1,.,.,11.9%,2.7,65,7.5%,i,41.7,15.7%,.,-1.0%,
CC(NC(=O)c1cc(Br)cs1)C1CCCO1 (centres undefined),-8.2%,-5.8%,2.5%,0.6,58,-9.2%,i,49.2,11.6%,-1.0%,0.0%,
Cc1ccc(-c2nc(-c3ccncc3)no2)c(Cl)c1,-2.3%,-3.4%,4.8%,0.1,46,-6.5%,i,16.0,8.9%,0.1%,0.3%,
Cc1ccc(-n2c(C)cc(/C=C3\SC(=O)NC3=O)c2C)cc1,5.2%,-1.3%,18.3%,4.9,109,-9.6%,i,64.7,7.9%,-0.1%,-0.7%,
